Screening results as filed in PubChem.
Pol iota inh: inhibitors of human DNA polymerase iota | Q9UNA4 | Pol iota fluorescent replication assay, 10 min | Potency, µM (highest dose often 115 µM), inactives show at the highest dose activity, negative = inhibition, hits mostly inhibitors | 1% of 390,000 active | AID 588590
Target sequence (Q9UNA4 whole entry, looked up): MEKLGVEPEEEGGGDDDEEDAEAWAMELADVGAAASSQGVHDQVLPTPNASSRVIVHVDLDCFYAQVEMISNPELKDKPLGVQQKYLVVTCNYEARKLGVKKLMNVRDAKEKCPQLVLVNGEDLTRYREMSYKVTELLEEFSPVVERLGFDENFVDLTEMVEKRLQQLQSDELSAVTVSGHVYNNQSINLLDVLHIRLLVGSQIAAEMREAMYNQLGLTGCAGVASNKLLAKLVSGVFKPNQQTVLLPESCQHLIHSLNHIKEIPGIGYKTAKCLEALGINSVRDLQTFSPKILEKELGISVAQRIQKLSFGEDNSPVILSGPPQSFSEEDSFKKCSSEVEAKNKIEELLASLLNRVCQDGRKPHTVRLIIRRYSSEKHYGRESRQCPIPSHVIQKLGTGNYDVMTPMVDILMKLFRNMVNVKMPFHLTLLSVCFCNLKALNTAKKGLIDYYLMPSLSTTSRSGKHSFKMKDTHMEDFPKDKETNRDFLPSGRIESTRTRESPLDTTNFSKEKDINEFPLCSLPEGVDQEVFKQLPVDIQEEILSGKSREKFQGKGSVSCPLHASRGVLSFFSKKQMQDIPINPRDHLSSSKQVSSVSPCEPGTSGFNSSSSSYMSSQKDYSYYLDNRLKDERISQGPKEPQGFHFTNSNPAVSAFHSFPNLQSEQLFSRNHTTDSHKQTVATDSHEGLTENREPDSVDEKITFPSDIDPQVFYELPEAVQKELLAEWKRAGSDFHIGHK
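Pol iota at 10 nM preincubated 15 min with compounds at room temperature; reaction started with fluorescent substrate, 50 nM final. Fluorescence read kinetically at 0 and 10 min; buffer-only wells as negative control.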
G9a inh: inhibitors of human histone lysine methyltransferase G9a; Potency, µM (doses to about 102 µM), inactives show at the highest dose activity, negative = inhibition, actives largely listed as inhibitors; 8.8% of 350,000 active; G9a H3K9 monomethylation, AlphaScreen, 2 h; also: % is scaled to controls: 0 for no effect and ±100 for the full control effect; nearly all actives have a fitted effect of over 75% in size
Target sequence (Q96KQ7 913-1193 limits assumed): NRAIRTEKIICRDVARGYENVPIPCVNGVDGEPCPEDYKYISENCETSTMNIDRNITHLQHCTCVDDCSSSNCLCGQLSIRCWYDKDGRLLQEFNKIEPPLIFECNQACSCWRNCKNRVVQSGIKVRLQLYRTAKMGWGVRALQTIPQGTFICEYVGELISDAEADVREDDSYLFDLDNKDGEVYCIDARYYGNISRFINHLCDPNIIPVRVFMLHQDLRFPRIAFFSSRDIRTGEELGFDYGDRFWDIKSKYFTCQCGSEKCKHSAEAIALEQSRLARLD
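Methyltransferase reactions run at room temperature for 2 h (20 nM enzyme, 500 nM biotin-H3K9 peptide, 20 uM SAM) after a 15 min compound preincubation; product detected by AlphaScreen beads and anti-H3K9me1 antibody.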
BAZ2B inh: blocks human BAZ2B. Q9UIF8. AlphaScreen BAZ2B-H3K14Ac peptide displacement. Potency, µM (series often up to 114 µM), for inactives: top-dose activity change, negative = inhibition, usual class: inhibitors. 4.4% of 360,000 active. AID 504333; also: % is scaled to controls: 0 for no effect and ±100 for the full control effect; nearly all actives have a fitted effect of over 60% in size
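In this displacement format the biotinylated H3(5-23) peptide acetylated at Lys14 serves as ligand at 50 nM, with BAZ2B at 50 nM in PBS pH 7.4 containing 0.01% Tween-20. Donor and acceptor beads are 10 ug/mL final.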
Pol kappa inh: inhibitors of human DNA polymerase kappa | 0.53% of 400,000 active | Potency, µM (top dose mostly 107 µM), for inactives: at the top dose activity, negative = inhibition, most hits filed as inhibitors | purified Pol kappa, fluorescent DNA synthesis assay, 10 min | Q9UBT6; also: % is scaled to controls: 0 for no effect and ±100 for the full control effect
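Kinetic fluorescence readout at 0 and 10 min followed reaction start with substrate at 50 nM final. Beforehand, enzyme (10 nM Pol kappa) stood 15 min with compound at room temperature; buffer-only wells were negative controls.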
APE1 inh: APE1 (human) endonuclease inhibition | P27695 | recombinant APE1, TAMRA/BHQ-2 abasic DNA cleavage fluorescence | Potency, µM (highest dose often 65.8 µM), for inactives: top-dose activity change, negative = inhibition, usual class: inhibitors | 0.35% of 350,000 active | AID 2517;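 also: plate controls were vehicle for no effect and reference inhibitor for full effect; nearly all actives have a fitted effect of over 55% in size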
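Incision of a quenched TAMRA/BHQ-2 THF abasic-site duplex (50 nM) by 0.75 nM APE1, after 15 min compound preincubation, measured as fluorescence increase over three 60 s reads. Values normalized to buffer, DMSO and NSC13755 control wells.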
POLB inh: DNA polymerase beta (human) inhibition; P06746; Pol beta primer extension/strand displacement, fluorescence kinetic; Potency, µM (highest dose often 114 µM), inactives show at the highest dose activity change, negative = inhibition, usual class: inhibitors; 1.3% of 340,000 active; AID 485314; also: % is scaled to controls: 0 for no effect and ±100 for the full control effect
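Pol beta (10 nM) was preincubated with compound for 15 min at room temperature. The reaction was then started with 50 nM substrate and read immediately and after a further 10 min at room temperature.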
BLM inh: blocks DNA unwinding by human BLM helicase | 0.2% of 350,000 active | recombinant BLM DNA unwinding, fluorescence dequenching | P54132 | Potency, µM (top dose mostly 56.1 µM), for the others: top-dose activity change, negative = inhibition, actives largely listed as inhibitors | AID 2528;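 also: plate controls were vehicle for no effect and no enzyme for full effect; nearly all actives have a fitted effect of over 35% in size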
JMJD2A Tudor inh: blocks the human JMJD2A Tudor domain. 4.4% of 390,000 active. Potency, µM (highest dose often 114 µM), without a hit: at the highest dose activity change, negative = inhibition, hits mostly inhibitors. AlphaScreen JMJD2A-Tudor / H3K4me3 peptide binding. AID 504339. O75164; also: % is scaled to controls: 0 for no effect and ±100 for the full control effect; nearly all actives have a fitted effect of over 50% in size
Pol eta inh: inhibitors of human DNA polymerase eta; 1.2% of 390,000 active; Potency, µM (top dose mostly 114 µM), for the others: at the highest dose activity change, negative = inhibition, hits mostly inhibitors; Q9Y253; recombinant Pol eta, fluorescent DNA replication assay; also: % is scaled to controls: 0 for no effect and ±100 for the full control effect
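Pol eta (10 nM) was preincubated with compounds for 15 min at room temperature, after which fluorescent replication substrate (50 nM final) was added to start the reaction. Fluorescence was read kinetically at 0 and 10 min.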
The depositor's hits bear a star; ? = inconclusive; . = no result given; & = joins results of further samples; [ ] = remark or other dose. Calls follow the shape of the dose curve; as a rule, active = well fitted curve in the direction sought with a large enough effect; inconclusive = small, poorly fitted or top-dose-only effect, or another doubt; inactive = no such curve, though single readings can be large; an effect the other way counts as inactive or inconclusive. Potency is read from the fitted curve at half-maximal effect. Only part of the results is shown. The share of hits here may be higher or lower than overall.

Molecule	Pol iota inh	G9a inh	BAZ2B inh	Pol kappa inh	APE1 inh	POLB inh	BLM inh	JMJD2A Tudor inh	Pol eta inh
Cc1cc(C)n2nc(C(=O)OCC(=O)c3c[nH]c4ccccc34)nc2n1	25%	9%	-22%	-4%	-2%	-11%	-3%	?	-11%
Cn1c(CCN2CCOCC2)nc2cc(NC(=O)COc3ccccc3)ccc21	11%	-33%	-5%	-2%	0%	23%	3%	-16%	3%
CCOc1ccc2nc(SC3CC(=O)N(c4ccc(OC)cc4OC)C3=O)sc2c1 (stereo not given)	-9%	32µM*	-22%	11%	?	-16%	-8%	-22%	-15%
CC(CN1CCN(C/C=C/c2ccccc2)CC1)c1ccccc1 (stereo not given)	97%[activator]	-3%[0.501 µM]	?	-1%	27%	-2%	-8%	13µM*	-10%
COc1ccc(CN(CC(=O)NC2CCCC2)C(=O)c2csnn2)cc1	4%	-3%[59 µM]	6%	-5%	42%[12.4 µM]	7%	1%	-1%	-8%
CCN(CC)C(=O)c1cccc(C)c1	-12%	19%[59 µM]	-3%	0%	3%&-1%&-3%	.	2%	-7%	-7%
COc1ccc(S(=O)(=O)NC2(C(F)(F)F)NC(=O)N(CCc3ccccc3)C2=O)cc1 (stereo not given)	-24%&3%	45µM*	-13%&-5%	0%&-13%	26%	8%&-13%	-1%&-1%	0%&-18%	2%&-1%
O=C(CN1C(=O)C2CC=CCC2C1=O)Nc1ccc(S(=O)(=O)Nc2nccs2)cc1 (stereo not given)	9%	?	-30%	-7%	6%	-1%	-2%	-14%	-11%
NC(CSC1(c2ccc(Cl)cc2)c2ccccc2-c2ccccc21)C(=O)O (stereo not given)	?	.	.	-9%	.	.	.	-19%	?
CCCc1cc(C(=O)Nc2ccc(C(=O)c3ccc(C)cc3)cc2)n(C)n1	14%	9%	-1%	-21%	7%	?	-9%	-16%	-3%
CCC(Sc1nc2ccccc2c2nc(CCn3c(C)nc4ccccc43)nn12)C(=O)Nc1ccc(F)cc1 (stereo not given)	2%	-1%[59 µM]	0%	-6%[60.1 µM]	.	29%	-1%	-20%	-14%
COc1cccc(-c2ccc3ncnc(NCc4ccc(OC)cc4OC)c3c2)c1	.	-6%[0.501 µM]	.	-3%[60.1 µM]	-3%	.	3%	.	.
CCOC(=O)c1c(Nc2nc(C)c(C(=O)NC)s2)sc(C)c1C	6%	?	0%	-7%	20%	-3%	-10%	-22%	?
COc1ccc2cc(C(=O)C3CCCN(C(=O)c4ccnn4C)C3)ccc2c1 (stereo not given)	-20%	.	-6%	-15%	9%	32%	1%	-20%	-5%
CCOC(=O)Cn1c(CN(C)Cc2ccccc2)nc2c1c(=O)n(C)c(=O)n2C	16%	.	.	-13%	.	.	.	5%	0%
Cc1cccc(N2CCN(C(=O)c3cc(=O)[nH]c4ccccc34)CC2)c1C	-12%	-6%	-14%	13%	-6%	?	-9%	-5%	-4%
CC(Sc1oc(-c2cccs2)nc1S(=O)(=O)c1ccccc1)c1ccccc1 (stereo not given)	8%	?	3%	5%	.	6%	-4%	-8%	?
O=C(CCc1ccc(S(=O)(=O)NCCc2ccccc2)cc1)NCc1ccco1	-2%	?	-9%	-5%	1%	-21%	-4%	-28%	-1%
O=C(Nc1ccccc1)c1ccc(=O)n(Cc2ccc(F)c(F)c2)c1	22%	7%	-14%	-4%	-6%	-18%	1%	-15%	-5%
CCN(CC)C(=O)c1cn(CCC#N)nc1-c1ccc(F)cc1	138%[activator]	19%[59 µM]	-19%	5%	?	2%	0%	-11%	-17%
CCc1cc(=O)[nH]c(SC/C=C/c2ccccc2)n1	3%	13%	-10%	-18%	25%	20%	-2%	-13%	-26%
N#Cc1c(N)c(C(=O)c2ccccc2)n2c1CCC2	2%	-40%	2%	-1%	0%	10%	0%	-14%	5%
COC(=O)[C@H](CC(C)C)NC(=O)NC1CCCc2ccccc21 (stereo not given in full)	7%	2%[59 µM]	5%	-8%	5%	23%	-1%	-7%	-2%
Cn1c(SCC(=O)Nc2ccc(C(N)=O)cc2)nc2c(c1=O)SCC2	6%	-72%	-23%	-6%	-28%	1%	-2%	-21%	0%
COc1ccc(CC(=O)OCC(=O)N(C)C2CCS(=O)(=O)C2)cc1OC (stereo not given)	14%	-18%[59 µM]	12%	-4%	9%	.	.	-5%	-5%

Ordered by number of heavy atoms (largest number first): 11 of the compounds above
Molecule	Pol iota inh	G9a inh	BAZ2B inh	Pol kappa inh	APE1 inh	POLB inh	BLM inh	JMJD2A Tudor inh	Pol eta inh
CCC(Sc1nc2ccccc2c2nc(CCn3c(C)nc4ccccc43)nn12)C(=O)Nc1ccc(F)cc1 (stereo not given)	2%	-1%[59 µM]	0%	-6%[60.1 µM]	.	29%	-1%	-20%	-14%
COc1ccc(S(=O)(=O)NC2(C(F)(F)F)NC(=O)N(CCc3ccccc3)C2=O)cc1 (stereo not given)	-24%&3%	45µM*	-13%&-5%	0%&-13%	26%	8%&-13%	-1%&-1%	0%&-18%	2%&-1%
CCOc1ccc2nc(SC3CC(=O)N(c4ccc(OC)cc4OC)C3=O)sc2c1 (stereo not given)	-9%	32µM*	-22%	11%	?	-16%	-8%	-22%	-15%
CCOC(=O)Cn1c(CN(C)Cc2ccccc2)nc2c1c(=O)n(C)c(=O)n2C	16%	.	.	-13%	.	.	.	5%	0%
COc1ccc2cc(C(=O)C3CCCN(C(=O)c4ccnn4C)C3)ccc2c1 (stereo not given)	-20%	.	-6%	-15%	9%	32%	1%	-20%	-5%
NC(CSC1(c2ccc(Cl)cc2)c2ccccc2-c2ccccc21)C(=O)O (stereo not given)	?	.	.	-9%	.	.	.	-19%	?
COc1ccc(CN(CC(=O)NC2CCCC2)C(=O)c2csnn2)cc1	4%	-3%[59 µM]	6%	-5%	42%[12.4 µM]	7%	1%	-1%	-8%
O=C(Nc1ccccc1)c1ccc(=O)n(Cc2ccc(F)c(F)c2)c1	22%	7%	-14%	-4%	-6%	-18%	1%	-15%	-5%
CC(CN1CCN(C/C=C/c2ccccc2)CC1)c1ccccc1 (stereo not given)	97%[activator]	-3%[0.501 µM]	?	-1%	27%	-2%	-8%	13µM*	-10%
CCN(CC)C(=O)c1cn(CCC#N)nc1-c1ccc(F)cc1	138%[activator]	19%[59 µM]	-19%	5%	?	2%	0%	-11%	-17%
CCc1cc(=O)[nH]c(SC/C=C/c2ccccc2)n1	3%	13%	-10%	-18%	25%	20%	-2%	-13%	-26%

Continuation.
Molecule	Pol iota inh	G9a inh	BAZ2B inh	Pol kappa inh	APE1 inh	POLB inh	BLM inh	JMJD2A Tudor inh	Pol eta inh
COc1ccc(CCNC(=O)C2CCCN2C(=O)Nc2cccc(OC)c2)cc1 (stereo not given)	37%[activator]	.	?	13%	11%	11%	0%	-7%	-4%
Cc1ccc(NC(=O)N2CCN(Cc3ccc4c(c3)OCO4)CC2)cc1	-4%[58.9 µM]	23%[12.7 µM]	5%	-17%	1%	4%	-8%	-10%	-3%
COc1ccc(-c2nc3cnccn3c2NCc2ccccc2)cc1SC1CCCCC1	?	-6%[2.33 µM]	-34%	-5%	21%	.	.	-21%	-9%
O=C(NC1CCN(Cc2ccccc2)CC1)c1cccc(S(=O)(=O)Nc2ccc(F)cc2)c1	-10%	3%[12.7 µM]	-5%	-6%	-7%	.	.	-27%	-3%
COC(=O)c1cc(S(=O)(=O)N2CCCC2)c(Cl)cc1Cl	1%	?	-8%	-8%	37%	-19%	-2%	3%	-8%
CCc1nccn1CCC(=O)NC1CCCc2c1cnn2-c1ccc(F)cc1F (stereo not given)	-10%	.	-5%	-11%	-1%	7%	-11%	-20%	4%
CC(C)C(=O)N1CCN(c2ccc([N+](=O)[O-])c(NC(C)c3ccccc3)c2)CC1 (stereo not given)	126%[activator]	?	?	-11%	12%	0%	2%	?	-18%
CCOC(=O)C1=CN(CC)S(=O)(=O)NC1c1ccccc1 (stereo not given)	-3%	.	.	0%	6%	.	.	-16%	-1%
CCCN(CC(=O)Nc1ccccc1OC)C(=O)c1ccc2[nH]c3c(c2c1)CC(C)CC3 (stereo not given)	-4%	-13%[12.7 µM]	?	-19%	-1%	.	.	?	-26%
CN(C)c1ccc(-c2nn3c(-c4ccccc4Cl)nnc3s2)cc1	-4%	-12%[59 µM]	19%[57.1 µM]	-4%	4%	2%	-4%	-22%	?
CCOc1ccccc1NC(=O)CSc1nnc(Cc2ccc(OC)cc2)c(=O)n1N	10%	-1%	-7%	-23%	8%	.	.	-27%	-21%
COc1ccc(S(=O)(=O)Nc2ccc3c(c2)C(=O)N([C@@H](C)CO)C[C@H](C)[C@H](CN(C)CC2CC2)O3)cc1	-2%	.	.	-6%	-10%	.	.	-17%	-8%
Cc1ccc([C@@H]2[C@@H]3C(=O)N(C)C(=O)[C@@H]3[C@]3(Cc4ccccc4)C(=O)N(CCO)CC(=O)N23)o1	16%	8%	-3%	5%	31%	-11%	-2%	-9%	-16%
CCOC(=O)N1CCN(S(=O)(=O)c2ccc(C(=O)N(CCCN(C)C)c3nc4ccc(CC)cc4s3)cc2)CC1	5%	?	-36%	-6%	32%	1%	2%	?	-10%
CN(CC(O)COCc1cccs1)C1CCCCC1 (stereo not given)	-2%	-1%	2%	2%	-3%	1%	3%	14%	5%
O=C(O)C1CCCN1C(=O)Nc1ccc(F)cc1 (stereo not given)	7%	-41%[2.33 µM]	-5%	-11%	3%	2%	1%	-23%	-6%
NS(=O)(=O)c1ccc(NC(=S)Nc2ccc(F)c(F)c2)cc1	10%	13%[59 µM]	2%	1%	17%	1%	1%	-12%	-12%
CC(=O)Nc1ccc(-c2ccnc(-c3ccc(NC(C)=O)cc3)n2)cc1	71%[activator]	0%	-13%	-4%	-1%	?	-1%	-14%	-22%
CC(C)(C)c1cc(-c2ccccc2)no1	48%[activator]	.	4%	-8%	17%	8%	5%	-6%	-16%
